NRP1-CendR mod: alters CendR peptide binding to human NRP-1 | FAM-RPARPAR peptide binding to NRP-1, fluorescence polarization | actives 0.85% (n = 360,000) | inhibition, % at 25 µM | AID 602438 | O14786;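 active = inhibition or corrected inhibition above about 18%, plus a signal ratio from 0.5 to 1.5, limit read from the data, passing the limit was not always enough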; note: strong numbers were not always called active
SKN-1 inh: blocks SKN-1 activity in C. elegans; C. elegans VP596 Pgst-4::GFP/RFP ratio, acrylamide-induced, 24 h; inhibition, % at 21.8 µM; actives 0.49% (n = 360,000); AID 624304;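 active = interference check ratio from 0.5 to 1.5 plus GFP to RFP signal ratio inhibition reaching or exceeding a fixed threshold, cut at about 30% in these data, passing the limit was not always enough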; note: some compounds called inactive have numbers as strong as hits
LMPTP block: blocks human LMPTP phosphatase; recombinant LMPTP-A, OMFP fluorogenic substrate, fluorescence intensity; inhibition, % at 20 µM; actives 0.22% (n = 360,000); AID 651560;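 active = compounds that cut the enzyme signal by at least half of the control window in the single-dose screen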;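 note: plate controls were DMSO wells with enzyme plus substrate for no effect and substrate without enzyme for full effect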
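Test system: LMPTP-A phosphatase enzyme; input: 0.625 nM LMPTP-A final; reagent: OMFP substrate, 400 µM final; compound dosing: 20 µM single dose, 3% DMSO; incubation: 50 min dark incubation at room temperature; measured by: endpoint fluorescence intensity from OMFP dephosphorylation; measure: % inhibition relative to no-enzyme and uninhibited control wells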
NadD inh: inhibitors of Staphylococcus aureus NadD | inhibition, % at 20 µM | purified NadD enzyme, colorimetric absorbance read-out | AID 602399 | actives 0.78% (n = 360,000); in the data active = inhibition above about 26%; note: some compounds past the cut are filed as inactive
MT1-MMP act inh: MT1-MMP (human) activation inhibition; P50281; HT1080 RFP-PRO-GFP cells, GFP/RFP ratio fluorescence, overnight; percent of plate control window, DMSO zero; GFP/RFP ratio change, % at 20 µM; actives 0.061% (n = 360,000);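 active = GFP/RFP ratio change of at least 30% with cell ATP level not reduced by more than half and red fluorescence within 50% of control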; note: strong numbers were not always called active
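Assay system: HT1080 cells carrying an RFP-PRO-GFP reporter | Dosing: Single dose of 20 µM compound, 1% DMSO final | Incubation: Cells overnight before dosing, compound overnight, 37 °C, 5% CO2 | Evaluation: GFP/RFP fluorescence ratio | Control set: DMSO and RFP-L50D-GFP cell wells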
Rpn11 block: inhibitors of human proteasome Rpn11. O00487. human 26S proteasome, Ub4-pepOG fluorescence polarization; 20S core pre-blocked with epoxomicin. calls only at 20 µM. actives 0.59% (n = 360,000);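 active = inhibition at 20 µM, scaled to each plate's controls, above about 33%, limit read from the data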
DNMT1 inh: inhibitors of human DNMT1; inhibition (reported as % activation of signal), % at 10 µM; AID 588458; DNMT1 molecular beacon, Hinp1I cleavage, fluorescence; actives 0.83% (n = 360,000); P26358; in the data active = inhibition above about 50%
Target sequence (P26358 504-1616 limits assumed): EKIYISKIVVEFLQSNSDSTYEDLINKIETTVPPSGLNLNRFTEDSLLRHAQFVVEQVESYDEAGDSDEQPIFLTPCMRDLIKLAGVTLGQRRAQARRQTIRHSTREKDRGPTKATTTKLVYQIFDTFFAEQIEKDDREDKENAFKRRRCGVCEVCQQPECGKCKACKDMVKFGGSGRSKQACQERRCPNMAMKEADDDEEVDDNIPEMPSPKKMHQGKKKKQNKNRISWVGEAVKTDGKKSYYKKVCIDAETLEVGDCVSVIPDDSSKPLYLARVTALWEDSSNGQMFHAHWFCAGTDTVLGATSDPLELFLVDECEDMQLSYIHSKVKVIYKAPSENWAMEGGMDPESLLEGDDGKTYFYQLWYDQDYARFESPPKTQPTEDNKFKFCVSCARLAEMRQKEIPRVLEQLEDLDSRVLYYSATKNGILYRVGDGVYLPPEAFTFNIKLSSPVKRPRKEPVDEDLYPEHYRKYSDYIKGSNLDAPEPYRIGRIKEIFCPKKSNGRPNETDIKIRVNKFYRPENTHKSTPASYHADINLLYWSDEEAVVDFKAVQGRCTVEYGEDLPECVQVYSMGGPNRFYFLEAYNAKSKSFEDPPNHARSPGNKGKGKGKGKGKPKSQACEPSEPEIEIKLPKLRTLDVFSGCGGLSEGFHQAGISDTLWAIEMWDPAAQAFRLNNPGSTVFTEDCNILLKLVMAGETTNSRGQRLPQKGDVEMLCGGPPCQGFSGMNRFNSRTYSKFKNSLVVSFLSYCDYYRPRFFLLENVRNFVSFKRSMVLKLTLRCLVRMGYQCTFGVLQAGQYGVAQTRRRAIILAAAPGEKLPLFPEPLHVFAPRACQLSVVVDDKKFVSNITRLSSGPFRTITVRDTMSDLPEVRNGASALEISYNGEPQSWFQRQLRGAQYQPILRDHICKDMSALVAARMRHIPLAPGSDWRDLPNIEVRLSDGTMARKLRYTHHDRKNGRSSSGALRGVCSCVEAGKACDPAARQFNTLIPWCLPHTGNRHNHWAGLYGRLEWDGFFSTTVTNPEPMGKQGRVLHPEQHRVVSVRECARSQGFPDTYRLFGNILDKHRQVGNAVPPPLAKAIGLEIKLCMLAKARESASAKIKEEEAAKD
STEP inh: STEP (human) phosphatase inhibition; recombinant STEP, OMFP fluorogenic substrate, fluorescence; actives 0.25% (n = 360,000); inhibition, % at 20 µM;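 active = inhibition at 20 µM, scaled per plate between control wells, above about 37%, limit read from the data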;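 note: 0% = DMSO with enzyme and substrate and 100% = substrate only without enzyme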
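Assay system: isolated STEP enzyme / Timing: 20 min at room temperature, dark / Doses: 20 µM, 1% DMSO / Technique: fluorescence intensity, excitation 480 nm, emission 540 nm / Reagent: fluorogenic phosphatase substrate OMFP at 25 µM final / Measure: percent inhibition scaled to no-enzyme and uninhibited-enzyme controls, plate-pattern corrected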
SUMO1 PPI mod: modulators of human SUMO1-mediated protein-protein interactions; inhibition, % at 20 µM; SUMO1 binding to a labelled peptide, TR-FRET, 1 h; actives 0.33% (n = 360,000); in the data active = inhibition above about 37%
Scp1 inh: Scp-1 (human) phosphatase inhibition | Q9GZU7 | Recombinant Scp1, phosphopeptide, malachite green phosphate absorbance | inhibition, % at 20 µM | actives 0.88% (n = 340,000);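 active = inhibition above about 50% at 20 µM, limit read from the data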;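 note: plate controls were DMSO wells with enzyme for no effect and wells lacking enzyme for full effect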
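Test system – truncated SCP-1 phosphatase (76-261aa) · Reagent – Phosphorylated 17-residue peptide substrate · Incubation – 45 min room-temperature reaction, 5 min colour, 30 min stabiliser · Detection – colorimetric phosphate reagent with accelerator and stabiliser, absorbance at 630 nm · Measure – % inhibition at 20 µM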
The depositor's hits bear a star; i = inactive; . = not tested or not shown.

SMILES	NRP1-CendR mod	SKN-1 inh	LMPTP block	NadD inh	MT1-MMP act inh	Rpn11 block	DNMT1 inh	STEP inh	SUMO1 PPI mod	Scp1 inh
CCC1(c2ccc(F)cc2)NC(=O)N(CC(=O)N2CCN(S(=O)(=O)c3ccc(C)cc3)CC2)C1=O (configuration not stated)	-6	23	-0.7	3	-2	i	1	1	3	3
O=C(Nc1ccccc1)OCCN1CCN(Cc2ccccc2)CCC1=O	5	14	-0.6	1	0	i	-1	-7	5	-2
COc1ccccc1CN=Cc1[nH]c2ccc(Br)c(Cl)c2c1O	122	-5	-0.4	0	-34	.	-18	-1	5	-11
CCc1ccccc1N(CC(=O)NCc1ccc(OC)cc1)C(=O)CCC(=O)Nc1ccccn1	6	-9	-0.9	-10	-5	i	0	-1	6	4
O=C(O)/C=C/C(=O)N1CCN(c2ccccc2F)CC1	11	-7	-3.5	2	0	i	2	-2	1	-5
CC(=O)O[C@]1(C(C)=O)CC[C@H]2[C@@H]3C=C(C)C4=CC(=O)CC[C@@H]4[C@H]3CC[C@@]21C	0	7	-1.6	0	-2	i	-4	-2	-12	-4
O=C(C[C@@H]1C/C=C\C[C@@H](Cc2ccc(F)cc2)C(=O)OC[C@H]2CCCN2C1=O)NCCO	10	7	-0.6	-10	-2	i	-1	-1	-3	-8
Cc1cc(NC(=O)c2cc(C3CC3)on2)no1	-2	-3	-0.4	2	7	i	56*	0	4	-1
COC1=CCC2([N+](=O)[O-])CN(CCO)CC1([N+](=O)[O-])C2 (configuration not stated)	-4	-16	-2.5	1	.	i	6	-2	0	3
Cc1cccc(OCc2nnc(SCC(=O)N(C)C3CCCCC3)o2)c1	-6	-1	0.9	0	4	i	1	1	1	-7
O=C(COc1ccc2ccc(=O)oc2c1)N1CCc2ccccc21	8	22	1.4	1	-6	i	-5	1	-1	-3
Cc1ccc(NC(=O)CSc2nncs2)cc1Cl	10	-4	-1.7	4	6	i	0	-2	2	-3
O=C(c1ccco1)N1N=C(c2cccs2)CC1c1cc([N+](=O)[O-])ccc1O (configuration not stated)	-36	-6	4.3	8	-2	i	2	1	5	-10
O=C(Cn1c2[n+](c3ccc(C(F)(F)F)cc31)CCCCC2)Nc1ccccc1	-10	-7	-1.6	22	-2	i	6	-2	0	62*
CCCCOP(=O)(c1ccc(N(C)C)cc1)C(O)c1c(Cl)cccc1Cl (configuration not stated)	-1	-6	-1.4	-2	-2	i	-1	-1	0	-15
CC(C)n1c(/N=C/c2c[nH]c3ccccc23)nc2ccccc21	10	15	5.4	6	1	i	-1	-1	-2	-7
COc1ccc(NC2=NCC(=O)N2c2ccccc2)c(OC)c1	2	-20	-3.0	5	1	i	2	4	0	-2
CCN(CC(=O)Nc1c(F)cccc1F)C(=O)CCNS(=O)(=O)c1ccc(C)c(C)c1	2	7	-9.1	1	-1	i	-5	-7	-38	-6
CC(C)CN(C(=O)COC(=O)c1cccc2ccccc12)c1c(N)n(Cc2ccccc2)c(=O)[nH]c1=O	-10	6	0.6	8	-13	i	-1	2	4	10
Cc1cc(NC(=O)CSc2nnc(-c3ccc([N+](=O)[O-])cc3)o2)no1	-4	3	-1.1	0	2	i	0	-3	-32	-2
CC(=O)c1ccc(S(=O)(=O)Nc2cccc(S(=O)(=O)NC3=NCCC3)c2)cc1	-2	8	-1.9	-3	0	i	-1	1	1	-8
CN1CCc2c(OCC(=O)N3N=C(c4cccs4)CC3c3ccc(F)cc3)cccc2C1=O (configuration not stated)	-12	17	2.8	7	-3	i	14	-1	-9	-8
CCN(C(=O)COC(=O)[C@H](C)N=C1NS(=O)(=O)c2ccccc21)C1CCS(=O)(=O)C1 (some centres not stated)	0	4	-0.8	-4	-2	i	1	-1	1	-2
COc1ccc(/C=N/NC(=O)c2ccc(O)cc2O)cc1CSc1ccccn1	8	-4	5.1	23	3	i	41	-3	13	57*
CC1Cc2ccccc2N1C(=O)COC(=O)C1(c2ccccc2F)CCCC1 (configuration not stated)	-14	5	3.2	-8	-14	i	-5	2	-1	-12
CSc1ccc(C(=O)NC2CCSc3ccccc32)cc1 (configuration not stated)	-1	8	-0.1	1	1	i	0	0	-4	6
CCOc1cc(N2CCOCC2)c(OCC)cc1NC(=O)c1cc(-c2ccco2)nc2ccccc12	-6	7	1.5	4	-15	i	5	2	-4	16
Cc1ccc(-n2ncc3c(=O)n(CC(=O)N(C(C)C)C(C)C)cnc32)cc1	1	6	-0.8	-4	1	i	-1	-3	-1	1
COc1ccc(NS(=O)(=O)c2ccc(OC)c(N(C)S(=O)(=O)c3ccc(Cl)cc3)c2)cc1	-13	16	2.1	-4	-3	i	-4	-7	-5	6
CCc1cc2c(=O)[nH]c(Cc3ccc(Cl)cc3)nc2s1	-1	-16	-0.6	3	0	i	2	-2	-2	-10
CCCC1CCC(c2nc(-c3cccnc3)no2)CC1 (configuration not stated)	3	-9	-0.3	5	5	i	-2	7	-1	-2
Cn1c(N)c(C(=O)COC(=O)c2nc(Cl)ccc2Cl)c(=O)n(C)c1=O	-3	-1	-1.5	-2	3	i	5	-2	19	-7
CCN(c1cccc(C)c1)S(=O)(=O)c1cccc2nsnc12	-8	6	-0.4	4	-1	i	-3	-4	-27	-9
CN(C1=C(NC(=O)c2ccc(Cl)cc2)C(=O)c2ccccc2C1=O)c1ccccc1	13	5	3.9	3	7	i	-9	5	-24	-14
CCN1CCN(S(=O)(=O)c2ccc(Cl)c(C(=O)N(CC)Cc3ccccc3)c2)CC1	0	-6	-1.6	-1	4	i	0	-1	2	-1
COc1ccc(-c2cc3c(=O)n(CC(=O)NCc4ccc(Cl)cc4)ncn3n2)cc1	-6	5	2.4	15	3	i	44	4	0	2
COC[C@@H]1CCCN1c1ccc2c(c1)O[C@H](COCc1ccccc1)CN([C@@H](C)c1ccccc1)S2(=O)=O	3	-7	2.7	-1	3	.	.	.	1	.
Cc1ccc(S(=O)(=O)NCCC(=O)Nc2ccc(Cl)c(Cl)c2)cc1	0	13	0.2	-6	1	i	-3	-2	2	-9
O=C(CNC(=O)C1CCCCC1)Nc1cc(Cl)ccc1Cl	-3	-7	-0.8	0	-1	i	10	-2	1	4
Cc1ccc(C(=O)N2CCC(C(=O)NC3CCCCCC3)CC2)cc1	11	4	-1.2	-4	4	i	-3	-1	4	-5
O=C(COC(=O)c1ccc2c(c1)S(=O)(=O)N=C1CCCCCN12)NCc1cccs1	13	-2	-0.6	0	-1	i	3	1	0	-1
O=c1nc(Nc2ccccc2)sc2ccc([N+](=O)[O-])cc12	-20	5	26	2	-1	i	57*	6	-10	43
Cc1ccccc1Nc1nc(N)nc(CN2CCN(Cc3ccc4c(c3)OCO4)CC2)n1	-20	0	-2.7	-8	3	i	-1	-1	5	-12
Cc1csc(CNc2ncnc3ccc(-c4ccc5c(c4)OCO5)cc23)c1	0	5	3.8	12	8	i	6	2	2	8
O=C(/C=C1\NC2(CCCC2)Cc2ccccc21)N1CCOCC1	8	-6	-2.7	8	1	i	-4	7	-2	32

A draw from above in order of number of heavy atoms, smallest number first.
SMILES	NRP1-CendR mod	SKN-1 inh	LMPTP block	NadD inh	MT1-MMP act inh	Rpn11 block	DNMT1 inh	STEP inh	SUMO1 PPI mod	Scp1 inh
O=C(O)/C=C/C(=O)N1CCN(c2ccccc2F)CC1	11	-7	-3.5	2	0	i	2	-2	1	-5
Cc1ccc(S(=O)(=O)NCCC(=O)Nc2ccc(Cl)c(Cl)c2)cc1	0	13	0.2	-6	1	i	-3	-2	2	-9
Cn1c(N)c(C(=O)COC(=O)c2nc(Cl)ccc2Cl)c(=O)n(C)c1=O	-3	-1	-1.5	-2	3	i	5	-2	19	-7
O=C(c1ccco1)N1N=C(c2cccs2)CC1c1cc([N+](=O)[O-])ccc1O (configuration not stated)	-36	-6	4.3	8	-2	i	2	1	5	-10

Continued.
SMILES	NRP1-CendR mod	SKN-1 inh	LMPTP block	NadD inh	MT1-MMP act inh	Rpn11 block	DNMT1 inh	STEP inh	SUMO1 PPI mod	Scp1 inh
CCCCN(C(=O)CCN1C(=O)C2CC=CCC2C1=O)c1c(N)n(CCCC)c(=O)[nH]c1=O (configuration not stated)	-6	8	-2.0	0	1	i	3	-2	2	-2
CC(=O)N/C(=C\c1ccccc1)C(=O)OCC(=O)c1ccc(F)cc1	0	16	-0.4	-1	-3	i	-2	-1	-9	5
COc1cc(Cl)c(C)cc1NC(=O)CSc1nnc(-c2ccco2)n1CC(C)C	-10	-15	-0.9	1	-74	i	-2	2	6	28
Nc1c(S(=O)(=O)c2ccccc2)c2nc3ccccc3nc2n1C1CC1	-4	0	-0.5	-8	9	i	-3	-1	5	-5
O=C(OCCO)c1c(C2=CCCCC2)oc2c1C(OCCO)CCC2 (configuration not stated)	8	14	-0.4	-5	4	.	.	.	6	.
O=C(COc1cccc2cccnc12)Nc1ccccc1	13	1	0.5	-3	-1	i	3	-2	-8	0
CCOc1ccc(/C=C/C(=O)c2ccccc2)cc1	-4	3	0.9	-9	2	i	2	1	-11	-14
Cc1ccc(Sc2ncccc2C(=O)N(C)Cc2cccs2)c(C)c1	2	10	1.3	4	4	i	3	-1	8	-1
CCOc1ccc(-n2ccn(CC(=O)NCCc3ccccc3)c(=O)c2=O)cc1	1	-15	-0.9	-3	-3	i	9	-1	-15	-3
CN(Cc1ccccc1)CC1CCCN(CCc2ccccc2F)C1 (configuration not stated)	11	16	-1.4	-3	2	i	4	0	4	-2
O=C(COc1ccccc1)NNC(=O)COc1ccc([N+](=O)[O-])cc1	8	2	-1.7	-2	4	i	1	-3	-8	-5
Cc1ccc(-c2nnc(SCC(=O)OC(C)C)n2N)cc1	10	4	-1.7	-3	7	i	1	-1	-2	-8
CCN(/N=C/C=C/c1ccccc1)c1cc(=O)n(C)c(=O)[nH]1	0	-6	-0.1	6	6	i	-10	3	-16	-10
CCCCCOC(=O)Cc1c(O)c2ccccc2n(C)c1=O	-8	20	-0.4	3	1	i	1	8	4	-4
COc1ccc(C)cc1/C=C/C(=O)N1CCN(S(=O)(=O)c2cccs2)CC1	-4	20	0.1	1	7	i	2	-1	-3	.
COC[C@H]1CCCN1c1ccc2c(c1)O[C@H](COCc1ccccc1)CN([C@@H](C)c1ccccc1)S2(=O)=O	-2	10	4.4	-8	2	.	.	.	-1	.
COc1ccc([N+](=O)[O-])c(OC)c1C(=O)NC(=O)Nc1c(C)cccc1C	15	2	-0.7	-4	3	i	1	-2	-11	-10
COc1ccc(Cl)cc1NC(=O)COc1cccc(-n2cnnn2)c1	7	21	-0.8	-7	4	i	0	1	5	-4

High-throughput results (PubChem BioAssay)
